# APOBEC3A inh = blocks human APOBEC3A ssDNA deamination. recombinant A3A, FAM/TAMRA ssDNA deamination fluorescence. 330,000 compounds, 0.41% hits. P31941. inhibition, % at 20 µM;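 active = at least 40% inhibition at 20 µM here, with at most 30% in a related deaminase screen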;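 also: plate controls were A3A with DMSO for no effect and wells lacking A3A enzyme for full effect; some results filed as inactive read as strong as hits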
# Target sequence (P31941 whole entry, looked up): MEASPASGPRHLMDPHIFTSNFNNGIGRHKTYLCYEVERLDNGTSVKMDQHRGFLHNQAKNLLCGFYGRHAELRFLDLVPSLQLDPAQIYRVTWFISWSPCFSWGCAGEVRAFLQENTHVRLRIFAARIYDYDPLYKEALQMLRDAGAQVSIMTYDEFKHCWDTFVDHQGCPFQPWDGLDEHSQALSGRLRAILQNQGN
# hIAP act = human IAP activation; P09923; purified human IAP, CDP-Star luminescence, 30 min; stronger effect = higher value; 1 = vehicle-only enzyme, 0 = enzyme-free background; activation factor at 10 µM; 330,000 compounds, 0.16% hits; AID 2524;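 active = activation factor of the enzyme at least 2-fold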; also: the source names both 10 and 20 µM as test concentration; values of inactives mirror those of a sister screen read the other way
# Target sequence (P09923 whole entry, looked up): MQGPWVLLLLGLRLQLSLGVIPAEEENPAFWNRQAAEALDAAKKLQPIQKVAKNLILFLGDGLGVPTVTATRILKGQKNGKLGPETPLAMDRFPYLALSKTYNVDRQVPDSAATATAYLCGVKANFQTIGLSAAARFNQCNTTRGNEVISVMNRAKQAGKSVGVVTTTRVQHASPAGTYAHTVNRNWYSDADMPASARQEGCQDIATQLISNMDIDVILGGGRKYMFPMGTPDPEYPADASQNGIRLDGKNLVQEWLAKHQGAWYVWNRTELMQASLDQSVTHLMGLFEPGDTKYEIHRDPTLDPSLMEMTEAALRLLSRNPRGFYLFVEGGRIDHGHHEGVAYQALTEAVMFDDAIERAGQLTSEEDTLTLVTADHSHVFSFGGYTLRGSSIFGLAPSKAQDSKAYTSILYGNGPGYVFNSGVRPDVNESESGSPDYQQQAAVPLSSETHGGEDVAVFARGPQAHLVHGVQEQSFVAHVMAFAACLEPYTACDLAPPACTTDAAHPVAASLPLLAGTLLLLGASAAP
# hIAP block = human IAP inhibition. 330,000 compounds, 0.12% hits. purified IAP, CDP-Star luminescence, 30 min. P09923. inhibition, % at 10 µM. AID 2544;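 active = inhibition reaching a set limit with compound at 10 µM in the primary screen, cut at about 35% in these data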;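 also: plate controls were DMSO wells with enzyme for no effect and no-enzyme buffer wells for full effect; values of inactives mirror those of a sister screen read the other way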
# beta cell repl = induces beta-cell replication in MIN6 cells; MIN6 cells proliferation, ATPlite luminescence, 48 h; cells starved in 0.2% serum; 100% = growth in 10% serum; proliferation, % at 10 µM; 330,000 compounds, 0.29% hits;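 active = compounds whose signal lies at least 3.5 SD above the mean of all wells on their plate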;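 also: 0% = DMSO-treated cells in low-serum medium and 100% = 10% serum control; some compounds called inactive have numbers as strong as hits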
# A3G deaminase = inhibitors of human APOBEC3G DNA deaminase; Q9HC16; recombinant A3G, ssDNA deamination FAM/TAMRA fluorescence; inhibition, % at 20 µM; 330,000 compounds, 0.28% hits; AID 493012;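 active = inhibition of at least 40% at 20 µM, with no more than 30% in the related APOBEC3A deaminase screen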;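 also: plate controls were DMSO wells with A3G for no effect and wells lacking A3G enzyme for full effect; some compounds called inactive have numbers as strong as hits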
# mIAP activ = increases mouse intestinal alkaline phosphatase activity. muIAP, CDP-Star luminescence, 30 min; stronger effect = higher value; 1 = vehicle-only enzyme signal, 0 = enzyme-free wells. activation factor at 10 µM. AID 2805. 330,000 compounds, 0.24% hits;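 active = activation factor of at least 2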; also: the source names both 10 and 20 µM as test concentration; values of inactives mirror those of a sister screen read the other way
#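 Assay system: mouse IAP enzyme; Reagent: CDP-Star chemiluminescent phosphatase substrate; Compound: DMSO-dissolved test compounds; Incubation: 30 min, room temperature; Technique: luminescence from enzymatic CDP-Star hydrolysis; Controls: DMSO-only wells and no-enzyme negative control.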
# MPTP block = inhibitors of mitochondrial permeability transition pore. isolated mouse mitochondria, Ca2+ swelling absorbance, 30 min. inhibition, % at 10 µM. 360,000 compounds, 1.4% hits;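 active = inhibition of 50% or more, scaled per plate between neutral and stimulator controls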;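 also: 0% = DMSO wells given calcium and 100% = 1 mM EGTA wells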
# NR3A LBD binder = modulates the human NR3A ligand-binding domain | 340,000 compounds, 2.5% hits | NR3A LBD differential scanning fluorimetry, Tm shift; 0% = protein alone, 100% = glycine-bound protein | Tm shift relative to glycine control, % at 25 µM;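 active = melting temperature shift of at least 10% of the positive control shift, at one fixed dose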
# mIAP block = blocks mouse intestinal alkaline phosphatase; purified mouse IAP, CDP-Star luminescence, 30 min; inhibition, % at 10 µM; 330,000 compounds, 0.2% hits;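 active = inhibition of at least 40% at 10 µM in the primary screen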;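 also: plate controls were DMSO with enzyme for no effect and no enzyme wells for full effect; values of inactives mirror those of a sister screen read the other way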
# * marks the source's active call; other numbers are inactive results; x = not tested or not shown.
nr	canonical_smiles	MPTP block	hIAP block	mIAP block	beta cell repl	APOBEC3A inh	hIAP act	mIAP activ	NR3A LBD binder	A3G deaminase
1	Cc1cc(C)c2nc(SC(C)C#N)cc(C)c2c1 (stereo unspecified)	1.9	-14	6	-1	0	1.1	0.94	3	-10
2	N#Cc1ccccc1S(=O)(=O)N1CCN(C(=O)Cc2n[nH]c(=O)c3ccccc23)CC1	-0.3	-4	-9	-3	0	1	1.1	-3	-4
3	CC(=O)N(CCOc1ccccc1)CCOc1ccccc1	1.3	-21	-14	-2	-8	1.2	1.1	0	-12
4	CCc1cccc(CC)c1NC(=S)Nc1ccc2cn[nH]c2c1	0.4	14	8	-2	-3	0.86	0.92	-2	-8
5	COc1ccc(COC(=O)c2n[nH]c3ccccc23)cc1F	1.8	3	5	-3	0	0.97	0.95	-13	-3
6	CC(C)(NC(=O)N1CCOCC1)c1cccc(C(C)(C)NC(=O)N2CCOCC2)c1	2.5	-7	-6	1	1	1.1	1.1	-1	-3
7	C=CCNC(=O)c1c(Cl)cnn1-c1ccc(C)cc1	0.2	-12	-4	-2	1	1.1	1	0	1
8	COc1ccc2c(c1)N(C)/C(=C1/SC(=NCc3ccccc3)N(c3ccccc3)C1=O)S2	0.9	-25	-5	-6	-2	1.3	1.1	0	1
9	CCOC(=O)C1CCN(C(=O)CN(C)S(=O)(=O)c2ccc3c(c2)c(=O)n(C)c(=O)n3C)CC1	-0.4	-12	3	-1	-3	1.1	0.97	-2	16
10	N=C1/C(=C\c2coc3ccc(O)cc3c2=O)C(=O)N=C2SC=CN12	1.3	-7	59*	-1	18	1.1	0.41	-5	2
11	O=S(=O)(c1ccc(-c2ccccc2)cc1)N1CCCCC1	-1.2	-16	1	0	-1	1.2	0.99	-4	-8
12	CC(C)(Cc1cc(CC(C)(C)C(=O)O)cc(C(C)(C)C)c1)C(=O)O	-0.7	16	1	-4	-4	0.84	0.99	-2	-5
13	O=C1CN(C(=O)COC(=O)c2oc3ccccc3c2COc2ccccc2)c2ccccc2N1	1.3	-2	-5	1	-3	1	1	-8	-3
14	COC(=O)c1cn(CC(=O)Nc2ccc(OC)cc2)c2ccccc12	0.4	10	-17	3	-6	0.9	1.2	5	-7
15	NS(=O)(=O)c1ccc(CCNC(=O)CSc2ccc([N+](=O)[O-])cc2)cc1	-3.3	-6	-2	0	11	1.1	1	4	1
16	COc1ccc2cc3cc(C(=O)NCCCN4CCc5ccccc5C4)sc3nc2c1	0.0	8	9	-5	2	0.93	0.91	-24	-3
17	O=C(CBr)N1CCc2ccccc2C(c2ccccc2)C1 (stereo unspecified)	-0.6	-6	4	-4	-3	1.1	0.95	0	-9
18	CCCC(C(=O)NNC(=O)c1cc(C)oc1C)c1ccccc1 (stereo unspecified)	-0.1	-18	-3	-4	-3	1.2	1	-1	-3
19	CC(C)Cn1c(-c2cccs2)nc2ccccc21	2.2	6	7	2	-1	0.94	0.93	-3	-3
20	CC1(C)CC(=O)c2cc(C(=O)NCc3ccco3)c(=O)n(-c3ccc(Cl)cc3)c2C1	-1.7	0	-2	-3	1	1	1	1	1
21	CCCNC(=O)C(=O)NCc1ccccn1	0.2	4	-3	0	2	0.96	1	0	-2
22	COc1ccc(/C=N/Nc2nnc(Cc3ccccc3)c(=O)[nH]2)cc1OC	1.2	7	-18	-5	-11	0.93	1.2	-3	-1
23	COc1ccc(C(CC(=O)N2CCN(c3ccccc3)CC2)c2c(O)cc(OC)cc2OC)cc1 (stereo unspecified)	2.5	17	-13	-2	3	0.83	1.1	0	-4
24	O=C(Nc1ccc(F)cc1F)c1ccc2ncsc2c1	0.1	6	0	-1	-5	0.94	1	1	-4
25	COc1ccccc1-n1c(SCC(=O)NC2CCCC2)nc2cccnc21	1.6	-11	5	0	0	1.1	0.95	1	-3
26	COc1ccc(S(=O)(=O)N2CCCC(C(=O)NCc3ccc4c(c3)OCO4)C2)cc1 (stereo unspecified)	1.8	-25	-8	-4	-5	1.2	1.1	-2	-7
27	CNC(=O)COC(=O)c1cc2c(C)nn(-c3ccc(F)cc3)c2s1	-2.7	16	-1	-4	-1	0.84	1	-1	-5
28	COC(=O)C1=CN(c2ccc(F)c(F)c2)C=C(C(=O)OC)C1c1ccc([N+](=O)[O-])cc1	0.1	-4	7	-3	-4	1	0.93	0	-3
29	O=C(NC1CC1)C1=C[C@@H](C2CCCCC2)C[C@@H](OCCCCO)O1	0.0	23	0	7	-4	0.77	1	0	-5
30	Cc1nc2ccccc2c(=O)n1CCCn1ccnc1	-0.5	3	2	-1	-2	0.97	0.98	1	-3
31	CCOC(=O)C1=C(C)N(C[C@@H]2CC[C@@H](Cc3ccc(-c4ccccc4)cc3)O2)C(=O)NC1c1cccc([N+](=O)[O-])c1 (stereo partly specified)	-0.4	x	-4	x	2	x	1.1	2	-2
32	O=C(NCCN1CCOCC1)c1cc(-c2cccc(O)c2)on1	-2.0	17	7	0	1	0.83	0.93	-2	1
33	COc1ccc(C2=NN(C(=O)c3cccs3)C(c3ccccc3OC)C2)cc1OC (stereo unspecified)	-0.5	10	4	-3	2	0.9	0.96	-1	-1
34	Cc1nn(CC(=O)OCC(=O)c2ccc(OC(F)F)cc2)c(C)c1[N+](=O)[O-]	-0.3	1	0	2	-1	0.99	1	-3	-5
35	O=C(/C=C/c1ccccc1O)c1ccc(Cl)cc1	0.6	2	11	-7	-1	0.98	0.89	-5	-8
36	O=C(CC1OC(=O)c2ccccc21)Nc1cc(S(=O)(=O)N2CCOCC2)ccc1OCC(F)(F)F (stereo unspecified)	-1.2	10	1	-3	8	0.9	0.99	-1	-4
37	O=C(CN1CCOCC1)Nc1ccc(OCc2ccccc2)cc1	0.8	-2	-1	-4	-4	1	1	0	-4
38	COc1ccc(NC(=O)c2cnn(-c3ccccc3)c2C)cc1	0.8	-6	0	-3	-2	1.1	1	-1	-9
39	N#Cc1ccc(C(=O)Nc2cc(-c3ccc(F)cc3)nn2-c2ccccc2)cc1	7.0	-20	10	-4	1	1.2	0.9	2	-3
40	CC1(OC(=O)C2CCCC2)C(=O)C=C2C=C(c3ccsc3)N(CCc3c[nH]c4ccccc34)C=C2C1=O (stereo unspecified)	1.0	5	4	0	-4	0.95	0.96	-1	-5
41	CO/N=C\CC(=O)Nc1ccc(F)cc1	1.9	10	-1	1	0	0.9	1	1	-2
42	O=P(O)(O)CP(=O)(O)O	x	-42	5	-6	-3	1.4	0.95	x	-7
43	Fc1ccccc1-c1nc(-c2ccc(-c3nn[nH]n3)cc2)no1	0.8	-7	8	-1	0	1.1	0.92	-15	-8
44	COc1ccccc1OCCNC(=O)c1ccc2c(c1)CCC2	-1.3	-26	6	-1	0	1.3	0.94	-1	-4
45	[O-][n+]1onc2c3ccnnc3ccc21	-4.9	-3	-11	-2	0	1	1.1	4	-3
46	COC(=O)c1ccc(CSc2nnc3c(Cl)cc(Cl)cn23)o1	1.1	10	-5	-3	-2	0.9	1.1	-7	-6
47	O=C(COc1ccc([N+](=O)[O-])cc1)N/N=C/c1ccccn1	-0.7	-53	7	0	2	1.5	0.93	2	-4
48	CCOC(=O)N1CCN(C(=O)c2cc(-c3ccncc3)nc3ccccc23)CC1	2.9	13	4	-5	-2	0.87	0.96	0	-1
49	CCCc1cc(=O)oc2cc(C)cc(OCC(=O)Nc3ccc(CN4CCOCC4)cc3)c12	1.3	12	-7	-6	-1	0.88	1.1	-4	-1
50	CCOC(=O)c1c(-c2ccc(OC)cc2)csc1NC(=O)CCN1C(=O)c2ccccc2C1=O	-0.9	23	19	-1	-1	0.77	0.81	2	36

# Remaining list, next part.
nr	canonical_smiles	MPTP block	hIAP block	mIAP block	beta cell repl	APOBEC3A inh	hIAP act	mIAP activ	NR3A LBD binder	A3G deaminase
51	COCc1c(C)cc(C)c(/C=N/O)c1C	-1.2	21	0	-3	-6	0.79	1	-1	-4
52	S=c1[nH]c2ccccc2n2c(=S)[nH]nc12	-0.2	14	12	-3	-1	0.86	0.88	-2	33
53	CCC(CC)c1nnc(NC(=O)CN2C(=O)C3C4C=CC(C4)C3C2=O)s1 (stereo unspecified)	6.6	-6	-1	-1	-1	1.1	1	0	-3
54	Cc1c(S(=O)(=O)N2CCCC2)c(=O)n(C)c(=O)n1C	0.0	-2	-9	-4	2	1	1.1	x	-8
55	Cc1ccc(S(=O)(=O)N2CCN(C(=O)CSc3nncs3)CC2)cc1	-0.9	-2	-12	2	-5	1	1.1	0	-7
56	Cc1cccc(C)c1NC(=O)N1CCC(C(=O)c2ccc(F)cc2)CC1	-0.7	-7	3	-2	-3	1.1	0.97	1	-9
57	NNC(=O)CNC(=O)c1cccc(Br)c1	-2.4	-10	4	0	-4	1.1	0.96	1	-4
58	O=c1c2ccccc2nc(N/N=C/c2c(O)ccc3ccccc23)n1O	52*	-103	12	-6	1	2*	0.88	12*	-8
59	CC(C)Cc1nnc(NC(=O)CCC(=O)N2CCN(C3CCCC3)CC2)s1	-0.4	-26	5	-2	-4	1.3	0.95	-1	1
60	COCCCn1c(-c2ccco2)nc2ccccc2c1=O	0.8	20	5	2	1	0.8	0.95	1	0
61	CC(/C=C/C=C/c1ccccc1)=N\NC(=O)c1cccnc1	0.2	0	3	-3	-7	1	0.97	-1	-11
62	O=C(c1cc2ccccc2oc1=O)N1CCN(c2ncccn2)CC1	-1.1	-10	-7	-2	-2	1.1	1.1	1	-3
63	CCOC(=O)N1CCN(S(=O)(=O)c2ccc(C)c(C)c2)CC1	0.3	13	10	0	-1	0.87	0.9	-1	-8
64	CCOc1ccc(OCC(=O)N2CCC3(CC2)CC(=O)c2ccccc2O3)cc1	-0.1	-8	0	-4	2	1.1	1	-2	-5
65	CN(Cc1cccs1)C(=O)COc1cccc2c1OC(C)(C)C2	0.2	-15	6	9.9*	-6	1.2	0.94	-1	-7
66	C[C@@H]1CN([C@@H](C)CO)C(=O)c2cccc(NS(=O)(=O)c3cccs3)c2O[C@H]1CN(C)Cc1ccc(C(F)(F)F)cc1	1.7	10	3	-1	-2	0.9	0.97	-1	-7
67	CC(C)(C)NC(=O)C(c1ccc(-c2ccccc2)cc1)N(C[C@H]1CC[C@@H]([C@@H]2CC[C@H](CO)O2)O1)C(=O)c1ccc(-c2ccccc2)cc1 (stereo partly specified)	-1.1	x	-14	x	1	x	1.1	30*	2
68	Cc1cccc(NC(=O)/C(C#N)=C/c2ccc(F)cc2)n1	0.3	0	-2	-3	-1	1	1	0	-5
69	CN(C)c1ccc(CC2C(=O)Nc3ccccc32)cc1 (stereo unspecified)	0.5	25	5	0	-5	0.75	0.95	2	45*
70	CCOc1cc(N2CCOCC2)c(OCC)cc1NC(=O)CN1C(=O)NC(C)(C2CC2)C1=O (stereo unspecified)	0.3	3	3	0	3	0.97	0.97	1	-10
71	CCOC(=O)c1nn(-c2ccc(Cl)cc2)c(C)cc1=O	-0.2	-7	0	1	-5	1.1	1	-3	-8
72	CCOC(=O)[C@@H]1[C@H]2COc3ccc(Br)cc3[C@@H]2N2C(=O)N(c3ccccc3)C(=O)[C@]12C	1.3	-14	2	-4	9	1.1	0.98	-1	-1
73	COc1ccc(N2CCN(C(=O)CNC(=O)c3cccc(Br)c3)CC2)cc1	-0.8	7	3	2	-4	0.93	0.97	5	-11

# Screens as filed in PubChem BioAssay.

# Random draw from the library; 5% or so of the library scored in one or more.
